Screening results from PubChem BioAssay.
MKP-3 inhibition – inhibition of rat DUSP6 enzyme activity – biochemical, in vitro, primary screen (AID 425). recombinant MKP-3 phosphatase activity, fluorescence; higher % means a stronger effect. inhibition, % at 20 µM; hits with a dose series show IC50 in µM. 0.17% of 110,000 active; in the data active = inhibition above about 50%;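 note: plate controls were vehicle for no effect and reference inhibitor for full effect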
Hsp70 displacement – Hsp70 inhibitors, probe displacement, primary screen, biochemical, fluorescence polarization (AID 583) | 0.06% of 140,000 active | displacement, % at 20 µM; hits with a dose series show IC50 in µM | Hsp70 fluorescence polarization probe displacement, mP; higher % means a stronger effect; in the data active = displacement above about 50%;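 note: plate controls were vehicle for no effect and reference ligand for full effect; a part of the inactive calls stands beside numbers as strong as those of hits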
The depositor's hits bear a star; & = joins results of further samples. Only part of the results is shown, so the mix of outcomes need not match the whole.

Results for O=C(NCCCN=C1NS(=O)(=O)c2ccccc21)c1ccncc1 ?
Hsp70 displacement: 18%

Results for Cc1cc(C2C(C#N)=C(N)SC(N)=C2C#N)c(C)s1 ?
MKP-3 inhibition: -3%; Hsp70 displacement: -51%

How did Cc1cccc(CN2CCN(C(=O)c3ccccc3F)CC2)c1 do in these assays?
MKP-3 inhibition: 6%&1%; Hsp70 displacement: -0.1%&2.6%

Results for CCN1C(=O)/C(=C\N2CCN(c3ccc(F)cc3)CC2)SC1=S ?
Hsp70 displacement: 4.4%

How did O/N=C(\c1ccc(Cl)cc1)c1ncc(C(F)(F)F)cc1Cl do in these assays?
Hsp70 displacement: 5.2%

What do the screens show for `CC(=O)OC1=C(C#N)Cn2ccc3cccc1c32`?
MKP-3 inhibition: 15%; Hsp70 displacement: 6.9%

How did CCc1nnc2n1N=C(c1ccc(-c3cc(Cl)ccc3Cl)o1)CS2 do in these assays?
MKP-3 inhibition: -3%; Hsp70 displacement: -3.6%

What do the screens show for `CCOc1cc(/C=C2\SC(N)=NC2=O)cc(Cl)c1O`?
MKP-3 inhibition: 1%; Hsp70 displacement: -32%

What do the screens show for `Cn1c(O)c(C=Nc2ccc(Cc3ccncc3)cc2)c(=O)n(C)c1=O`?
MKP-3 inhibition: -1%; Hsp70 displacement: 1.0%

What do the screens show for `COc1ccc([N+](=O)[O-])cc1N1C(=O)C2C3C=CC(C3)C2C1=O` (configuration not stated)?
MKP-3 inhibition: 5%; Hsp70 displacement: -2.0%

How did CCC(=O)N1c2ccccc2-c2nnc(SC)nc2OC1c1ccc(OC)c(OC)c1 (configuration not stated) do in these assays?
MKP-3 inhibition: -6%; Hsp70 displacement: 1.7%

What do the screens show for `O=C(Oc1ccc2c(=O)c(Oc3ccccc3Br)coc2c1)c1ccccc1`?
MKP-3 inhibition: -12%; Hsp70 displacement: 11%

How did CCCNS(=O)(=O)c1ccc(OCC(=O)NCc2ccc3c(c2)OCO3)cc1 do in these assays?
MKP-3 inhibition: 5%; Hsp70 displacement: 5.6%

How did CC1=C(C(=O)OCc2ccccc2)C(c2sccc2C)NC(=S)N1 (configuration not stated) do in these assays?
MKP-3 inhibition: 3%; Hsp70 displacement: -1.7%

What do the screens show for `CCOc1ccc(C(=O)NCc2ccccn2)cc1`?
MKP-3 inhibition: 7%; Hsp70 displacement: 0.5%

How did Fc1cccc(Cl)c1CSc1ncn[nH]1 do in these assays?
MKP-3 inhibition: -7%

What do the screens show for `Cc1c(NC(=O)c2ccc(-c3cccc([N+](=O)[O-])c3)o2)cccc1-c1nc2ccccc2s1`?
MKP-3 inhibition: 4%; Hsp70 displacement: 1.8%

What do the screens show for `CCCCNc1nc2ccccc2[nH]1`?
Hsp70 displacement: -2.4%

Results for COc1ccc(-n2c(=O)[nH]cc(C(=O)N3CCCc4ccccc43)c2=O)cc1 ?
MKP-3 inhibition: 7%; Hsp70 displacement: 1.9%

How did Cc1ccc(SC(C)C(=O)NCC(C)C)cc1 (configuration not stated) do in these assays?
MKP-3 inhibition: 1%; Hsp70 displacement: -3.2%

How did CCOC(=O)CCP(=O)(O)C(O)c1ccc(OC)cc1 (configuration not stated) do in these assays?
MKP-3 inhibition: -7%; Hsp70 displacement: -0.8%

What do the screens show for `COc1ccc(/C=C(\NC(=O)c2ccccc2)C(=O)N/N=C/c2sccc2C)cc1`?
MKP-3 inhibition: -1%; Hsp70 displacement: 3.5%

What do the screens show for `COC(=O)N(C)c1ccccc1C(=O)N1CCOCC1`?
Hsp70 displacement: 0.4%

Results for CC(=O)c1ccc(NC(=O)CSc2ncn[nH]2)cc1 ?
MKP-3 inhibition: -2%; Hsp70 displacement: -0.2%

Results for Fc1ccc(C2CC(c3ccc(F)cc3)n3ncnc3N2)cc1 (configuration not stated) ?
MKP-3 inhibition: 8%; Hsp70 displacement: -5.0%

How did CNC(=O)CN(c1ccc(OC)cc1)S(=O)(=O)c1ccc(OC)c(OC)c1 do in these assays?
MKP-3 inhibition: 2%; Hsp70 displacement: -0.5%

How did CCN(CC)S(=O)(=O)c1cc(C)c(C)cc1Br do in these assays?
MKP-3 inhibition: -9%; Hsp70 displacement: 1.6%

Results for COc1ccc(N(CC(=O)Nc2cc(C)ccc2C)S(C)(=O)=O)cc1Cl ?
MKP-3 inhibition: 0%; Hsp70 displacement: -0.2%

What do the screens show for `O=C(CSc1ncn(-c2ccccc2)n1)Nc1nc2c(s1)CCCC2`?
MKP-3 inhibition: -4%; Hsp70 displacement: -3.6%

What do the screens show for `Cn1c(/C=C2/C(=O)N(Cc3ccccc3)c3ccccc32)nc2ccccc2c1=O`?
MKP-3 inhibition: 9%; Hsp70 displacement: -0.5%

How did CC(C)(CNC(=O)C1CCCC1)CNC(=O)C1CCCC1 do in these assays?
MKP-3 inhibition: -4%; Hsp70 displacement: 0.7%

Results for COc1ccc(Cl)cc1N(CC(=O)N1CCN(Cc2ccccc2)CC1)S(C)(=O)=O ?
MKP-3 inhibition: -9%; Hsp70 displacement: 7.5%

What do the screens show for `CCOn1c(=O)c(-c2ccc(Cl)cc2)[n+]([O-])c2ccccc21`?
Hsp70 displacement: 1.2%

How did C=CCOc1ccc2ccccc2c1/C=N/NS(=O)(=O)c1ccccc1 do in these assays?
MKP-3 inhibition: 0%; Hsp70 displacement: -4.4%

Results for Cc1onc(-c2ccccc2)c1C(=O)N1CCN(C(=O)c2ccco2)CC1 ?
MKP-3 inhibition: 2%; Hsp70 displacement: 1.2%

Results for COC(=O)/C(C(C)=O)=C(\C=C\N(C)C)N(C)C ?
Hsp70 displacement: 2.7%

Results for Cc1ccc(OCCC(=O)OCC(=O)C(C)(C)C)cc1 ?
MKP-3 inhibition: -8%; Hsp70 displacement: 1.9%

Results for O=C(Cn1cnc2c(nnn2-c2ccc(F)cc2)c1=O)NCC1CCCO1 (configuration not stated) ?
Hsp70 displacement: -0.2%

How did Cc1ccc(Cc2cnc(NC(=O)c3ccccc3Cl)s2)cc1 do in these assays?
MKP-3 inhibition: -1%; Hsp70 displacement: 0.4%

Results for O=[N+]([O-])c1cc(C(F)(F)F)ccc1N/N=C/c1ccc(F)cc1 ?
MKP-3 inhibition: 0%; Hsp70 displacement: 4.1%

How did O=C(Cn1c(O)c(N=NC(=O)C(=O)Nc2ccc([N+](=O)[O-])cc2)c2ccccc21)Nc1ccccc1 do in these assays?
MKP-3 inhibition: 0%; Hsp70 displacement: 0.4%

Results for Clc1ccc(-n2nnnc2-c2cnc(-c3ccccn3)nc2-c2cccs2)cc1 ?
Hsp70 displacement: 1.9%

What do the screens show for `Cc1cccc2cc(COC(=O)C3CCCO3)c(=O)[nH]c12` (configuration not stated)?
MKP-3 inhibition: 3%; Hsp70 displacement: -1.9%

What do the screens show for `CCN(CC)S(=O)(=O)c1ccc(NC(=O)c2ccc(F)cc2)cc1`?
MKP-3 inhibition: -7%; Hsp70 displacement: 1.9%

How did CCOC(=O)C1=C(C)NC(=O)NC1c1ccc(OCC(=O)N2CCCCC2)cc1 (configuration not stated) do in these assays?
MKP-3 inhibition: -1%; Hsp70 displacement: -0.6%

Results for COc1ccc(C2C(C(=O)OCc3ccccc3)=C(C)NC3=C2C(=O)CCC3)c(OC)c1 (configuration not stated) ?
MKP-3 inhibition: 2%; Hsp70 displacement: -3.6%

How did COC(=O)CNC(=O)C(C)(C)Oc1ccc(Cl)cc1 do in these assays?
Hsp70 displacement: 1.7%

Results for COC(=O)c1cc2c(ccn2-c2ccc(F)cc2)n1CC(=O)N1CCN(C(=O)c2ccco2)CC1 ?
MKP-3 inhibition: 8%; Hsp70 displacement: -3.0%

What do the screens show for `CC(=O)N1CCN(c2ccc(NC(=O)/C=C/c3ccccc3)cc2)CC1`?
MKP-3 inhibition: 0%; Hsp70 displacement: 1.2%

Results for O=c1[nH]nc(Cc2ccc3ccccc3n2)c2ccccc12 ?
Hsp70 displacement: -2.5%

How did CCN(CC)S(=O)(=O)c1cc(C(=O)NCc2ccccc2)ccc1Br do in these assays?
MKP-3 inhibition: -1%; Hsp70 displacement: -0.5%

What do the screens show for `COc1cc(C2Nc3ccccc3NC3=C2C(=O)CC(C)(C)C3)cc([N+](=O)[O-])c1O` (configuration not stated)?
MKP-3 inhibition: 1%; Hsp70 displacement: -3.1%

How did S=C(Nc1ccccc1)Nc1ccc(Oc2ccccc2)cc1 do in these assays?
MKP-3 inhibition: 3%; Hsp70 displacement: -2.3%

How did COCCNc1nc(-c2ccc(Cl)cc2)nc2ccccc12 do in these assays?
MKP-3 inhibition: 7%; Hsp70 displacement: 1.8%

Results for COc1cc(/C=C2/SC(=S)NC2=O)c([N+](=O)[O-])cc1OC ?
MKP-3 inhibition: 50%*; Hsp70 displacement: 1.9%

What do the screens show for `COC(=O)CNC(=O)c1ccccc1F`?
MKP-3 inhibition: -1%; Hsp70 displacement: 1.5%&-2.0%

What do the screens show for `CCCNC(=O)COc1ccc(C)cc1Br`?
MKP-3 inhibition: -2%; Hsp70 displacement: 8.4%

Results for Oc1c(CN2CCCCC2)cc(CN2CCCCC2)nc1-c1ccccc1 ?
MKP-3 inhibition: 4%; Hsp70 displacement: 2.2%

How did CCOc1ncccc1C(=O)OCC(=O)c1c(N)n(C)c(=O)n(C)c1=O do in these assays?
MKP-3 inhibition: -7%; Hsp70 displacement: 2.8%

What do the screens show for `Cc1cc(C(=O)CSc2nc(N)cc(N)n2)c(C)n1CCc1ccc(F)cc1`?
MKP-3 inhibition: -12%; Hsp70 displacement: -2.7%

A draw from above in order of molar mass, low to high.
What do the screens show for `COC(=O)CNC(=O)c1ccccc1F`?
MKP-3 inhibition: -1%; Hsp70 displacement: 1.5%&-2.0%

How did COC(=O)CNC(=O)C(C)(C)Oc1ccc(Cl)cc1 do in these assays?
Hsp70 displacement: 1.7%

Results for O=c1[nH]nc(Cc2ccc3ccccc3n2)c2ccccc12 ?
Hsp70 displacement: -2.5%

How did COCCNc1nc(-c2ccc(Cl)cc2)nc2ccccc12 do in these assays?
MKP-3 inhibition: 7%; Hsp70 displacement: 1.8%

How did S=C(Nc1ccccc1)Nc1ccc(Oc2ccccc2)cc1 do in these assays?
MKP-3 inhibition: 3%; Hsp70 displacement: -2.3%

Results for COc1cc(/C=C2/SC(=S)NC2=O)c([N+](=O)[O-])cc1OC ?
MKP-3 inhibition: 50%*; Hsp70 displacement: 1.9%

What do the screens show for `CC(=O)N1CCN(c2ccc(NC(=O)/C=C/c3ccccc3)cc2)CC1`?
MKP-3 inhibition: 0%; Hsp70 displacement: 1.2%

Results for Oc1c(CN2CCCCC2)cc(CN2CCCCC2)nc1-c1ccccc1 ?
MKP-3 inhibition: 4%; Hsp70 displacement: 2.2%

What do the screens show for `Cc1cc(C(=O)CSc2nc(N)cc(N)n2)c(C)n1CCc1ccc(F)cc1`?
MKP-3 inhibition: -12%; Hsp70 displacement: -2.7%

How did CCOC(=O)C1=C(C)NC(=O)NC1c1ccc(OCC(=O)N2CCCCC2)cc1 (configuration not stated) do in these assays?
MKP-3 inhibition: -1%; Hsp70 displacement: -0.6%

How did CCN(CC)S(=O)(=O)c1cc(C(=O)NCc2ccccc2)ccc1Br do in these assays?
MKP-3 inhibition: -1%; Hsp70 displacement: -0.5%

Results for COc1ccc(C2C(C(=O)OCc3ccccc3)=C(C)NC3=C2C(=O)CCC3)c(OC)c1 (configuration not stated) ?
MKP-3 inhibition: 2%; Hsp70 displacement: -3.6%

Results for COC(=O)c1cc2c(ccn2-c2ccc(F)cc2)n1CC(=O)N1CCN(C(=O)c2ccco2)CC1 ?
MKP-3 inhibition: 8%; Hsp70 displacement: -3.0%

Next section:
How did CC1CCN(CC(=O)N2CCCc3c2c(=O)oc2ccc(OCc4ccccc4)cc32)CC1 do in these assays?
Hsp70 displacement: -1.4%

Results for Cc1cccc(NCc2cc(Cl)ccc2O)n1 ?
Hsp70 displacement: 4.5%

What do the screens show for `Cc1cccc(OCc2nnc(SCn3nnc4ccccc4c3=O)o2)c1`?
MKP-3 inhibition: -2%; Hsp70 displacement: -0.1%

Results for COc1ccc2nc(NC(=O)C(C)(C)C)sc2c1 ?
MKP-3 inhibition: 6%; Hsp70 displacement: 8.1%

How did O=C(CCc1ccccc1)NCCN1CCOCC1 do in these assays?
MKP-3 inhibition: -1%; Hsp70 displacement: -0.4%

Results for Cc1cc(-n2c(=O)c(C#N)cc3c(=O)n4ccccc4nc32)no1 ?
MKP-3 inhibition: 5%; Hsp70 displacement: 16%

How did CCOc1cc(C(=O)Nc2cc(C(=O)OC)ccc2C(=O)OC)cc(OCC)c1OCC do in these assays?
MKP-3 inhibition: 1%; Hsp70 displacement: 2.6%

What do the screens show for `CCN(CC)C(=O)CSc1ncnc2c1cnn2-c1ccccc1`?
Hsp70 displacement: 3.4%

What do the screens show for `O=C(c1ccc2c(=O)n(Cc3ccco3)c(=S)[nH]c2c1)N1CCN(c2ccccc2)CC1`?
MKP-3 inhibition: -8%; Hsp70 displacement: 1.1%

What do the screens show for `CCOc1ccccc1C(=O)Nc1cc(Cl)ccc1O`?
MKP-3 inhibition: -11%; Hsp70 displacement: 4.5%

How did O=Cc1ccc(Sc2nnc(-c3ccccc3)o2)c([N+](=O)[O-])c1 do in these assays?
Hsp70 displacement: -2.5%

What do the screens show for `Nc1nc(-c2ccco2)nn1C(=O)c1cccnc1`?
MKP-3 inhibition: -15%; Hsp70 displacement: 1.3%

How did Cc1cccc(/C=N/n2c(C)nnc2C)c1 do in these assays?
MKP-3 inhibition: -2%; Hsp70 displacement: -0.2%&2.3%

What do the screens show for `CC12C(=O)N(c3ccccc3C(=O)O)C(=O)C1C1C=CC2C1` (configuration not stated)?
MKP-3 inhibition: -7%; Hsp70 displacement: 5.5%

How did C/C(=N\N=C1\NC(=O)C(CC(=O)Nc2ccc(Cl)cc2)S1)C(C)(C)C (configuration not stated) do in these assays?
MKP-3 inhibition: 3%; Hsp70 displacement: -3.4%

How did COc1ccc(C2=CC(c3sccc3C)n3nnnc3N2)cc1 (configuration not stated) do in these assays?
MKP-3 inhibition: -3%; Hsp70 displacement: 1.3%
